HTRA1 inhibitor: HTRA1 serine protease inhibitors, primary screen, biochemical, fluorescence polarization, HTS; Q92743; recombinant HTRA1, FP-rhodamine activity-based probe; inhibition, % at 5.96 µM; 340,000 tested, 0.5% active; AID 504803, 2011; in the data active = inhibition above about 36%;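 also: 0% = enzyme with DMSO and 100% = wells lacking enzyme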
MBD2 inh: inhibitors of MBD2 binding to methylated DNA, primary screen, biochemical, TR-FRET, DNA-binding domain, human; Methyl-CpG-binding domain protein 2 (Homo sapiens), Q9UBB5; MBD2 binding to methylated oligonucleotide; inhibition, % at 4.4 µM; 370,000 tested, 0.31% active; in the data active = inhibition above about 13%
LEDGF integ inh: blockers of LEDGF/p75-dependent integrase strand transfer – biochemical, TR-FRET, high throughput, primary screen; inhibition, % at 3.7 µM; 370,000 tested, 0.64% active; TR-FRET IN-LEDGF/p75 DNA integration, Eu/Cy5; HIV-1 integrase (with human LEDGF/p75);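 active = inhibition above the screen-wide mean plus 3 SD, cut at about 13% in these data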;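 also: signal is the Cy5 over europium emission ratio at 671 and 618 nm; 0% = plate median of compound wells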
rCAG binder: binders of r(CAG) RNA repeats, primary screen, biochemical, fluorescence; r(CAG) RNA repeat, TO-PRO-1 dye displacement fluorescence; inhibition, % at 3 µM; 370,000 tested, 1.3% active;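 active = inhibition above the plate cutoff, the mean of all test compounds on that plate plus 3 SD, cut at about 35% in these data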;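 also: 0% = DMSO alone and 100% = 100 µM mitoxantrone as full dye displacement; higher means more dye released from RNA so lower well fluorescence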
PRMT1 inh: PRMT1 methyltransferase inhibitors, primary screen, biochemical, fluorescence polarization | recombinant PRMT1, activity-based probe fluorescence polarization | 370,000 tested, 1.3% active | inhibition, % at 2.79 µM;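 active = inhibition above about 21% made by adding two undisclosed values, limit read from the data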
UHRF1 binding: UHRF1 methylated DNA binding inhibitors, primary screen, counter-screen for MBD2 inhibitor project, biochemical, TR-FRET, human UHRF1, single concentration. E3 ubiquitin-protein ligase UHRF1 (Homo sapiens), Q96T88. UHRF1 binding to methylated oligo. inhibition, % at 4.4 µM. 370,000 tested, 0.75% active. AID 687016, 2013; in the data active = inhibition above about 21%;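 also: UHRF1 SRA domain binding a hemimethylated CpG hairpin DNA probe; 0% = median of test compound wells and 100% = reference inhibitor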
NR1D1 modulator: modulators of Rev-erb alpha DNA binding, primary screen, biochemical, FITC-DNA, fluorescence polarization, uHTS. Rev-erbα–FITC-DNA binding, 90 min. activity, % at 10 µM. 370,000 tested, 0.79% active;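 active = activity above about 14%, limit read from the data; passing the limit was not always enough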;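 also: 0% = DMSO wells with 35 nM protein and 100% = DMSO wells with 750 nM protein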
Target sequence (P20393 whole entry, looked up): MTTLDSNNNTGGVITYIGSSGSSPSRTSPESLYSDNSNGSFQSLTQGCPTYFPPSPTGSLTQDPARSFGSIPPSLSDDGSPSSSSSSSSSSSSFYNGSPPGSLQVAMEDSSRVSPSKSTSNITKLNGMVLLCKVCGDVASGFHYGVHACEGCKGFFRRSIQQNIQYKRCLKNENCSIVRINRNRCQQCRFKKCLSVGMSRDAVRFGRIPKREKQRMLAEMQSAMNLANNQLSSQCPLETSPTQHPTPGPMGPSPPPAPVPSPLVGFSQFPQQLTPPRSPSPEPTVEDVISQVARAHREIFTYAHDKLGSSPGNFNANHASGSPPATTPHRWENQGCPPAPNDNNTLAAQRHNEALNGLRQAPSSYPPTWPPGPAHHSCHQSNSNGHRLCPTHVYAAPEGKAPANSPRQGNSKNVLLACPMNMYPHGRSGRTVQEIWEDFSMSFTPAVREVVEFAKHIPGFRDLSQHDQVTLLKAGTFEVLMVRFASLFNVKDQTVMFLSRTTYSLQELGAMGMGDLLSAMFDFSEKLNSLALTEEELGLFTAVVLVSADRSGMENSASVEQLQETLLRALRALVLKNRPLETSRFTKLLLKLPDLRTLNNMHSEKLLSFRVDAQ
PG9 Ab binder: binders of HIV-1 gp120 antibody PG9, primary screen, biochemical, TR-FRET; TR-FRET gp120-PG9 antibody binding; inhibition, % at 6.7 µM; 360,000 tested, 0.43% active; in the data active = inhibition above about 8.5%
TCR-CD3 inh: inhibitors of human TCR-CD3 interaction, primary screen, biochemical, fluorescence, TAMRA-labeled TCR probe; T-cell receptor (TCR); inhibition, % at 9.4 µM; 360,000 tested, 0.37% active; in the data active = inhibition above about 19%;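 also: recombinant mutant TCR 2C K166C tagged with TAMRA read by polarization; 0% = receptor in buffer alone and 100% = receptor with positive control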
mABHD4 FP: ABHD4 inhibitors, primary screen, biochemical, fluorescence polarization, mouse | (Lyso)-N-acylphosphatidylethanolamine lipase (Mus musculus), Q8VD66 | 370,000 tested, 0.54% active | inhibition, % at 8.92 µM | AID 720543, 2013 | purified mABHD4, FP-Rh probe fluorescence polarization;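 active = inhibition exceeding the mean over every tested compound plus 3 SD, cut at about 30% in these data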;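 also: 0% = plate median of compound wells and 100% = S159A mutant with DMSO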
Target sequence (Q8VD66 whole entry, looked up): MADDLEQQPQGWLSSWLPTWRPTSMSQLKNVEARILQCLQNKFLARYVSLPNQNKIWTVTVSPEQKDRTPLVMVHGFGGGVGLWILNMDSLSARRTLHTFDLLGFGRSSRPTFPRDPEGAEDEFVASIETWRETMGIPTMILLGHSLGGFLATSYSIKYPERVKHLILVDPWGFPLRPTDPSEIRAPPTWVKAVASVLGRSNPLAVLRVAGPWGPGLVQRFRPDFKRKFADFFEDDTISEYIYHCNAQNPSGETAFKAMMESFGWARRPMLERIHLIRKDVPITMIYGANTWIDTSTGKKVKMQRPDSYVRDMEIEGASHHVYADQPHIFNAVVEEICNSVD
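Assay system: mouse ABHD4 enzyme, wild type / Also added: fluorescent activity-based probe FP-Rh / Doses: single nominal dose of 8.92 µM, 0.89% DMSO final / Timing: 45 min compound pre-incubation plus 60 min probe step, 25 °C / Signal: FP readout, ex 525 nm / em 598 nm / Control set: S159A mutant/DMSO as 100%, compound-well median as 0%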
The depositor's hits bear a star; . = no result given. An excerpt. The share of hits here may be higher or lower than overall.

SMILES	HTRA1 inhibitor	MBD2 inh	LEDGF integ inh	rCAG binder	PRMT1 inh	UHRF1 binding	NR1D1 modulator	PG9 Ab binder	TCR-CD3 inh	mABHD4 FP
O=C(CCC(=O)OCCCC(F)(F)C(F)(F)F)Nc1ccccc1	-4	0	-1	-5	0	-1	-4	-1.4	7	2
O=C(NC1CC1)C1CCN(c2ncccn2)CC1	1	1	0	-1	0	0	-3	-0.8	1	1
Cc1ccc(C2CC(c3cccs3)=NN2C(=O)CCl)cc1 (stereo unspecified)	-10	-5	4	-6	-5	-4	-2	-2.1	3	-5
C=C(Br)Cn1c(CC)nc2ccccc21	-1	-2	-2	1	2	1	0	0.2	0	-4
COc1ccc(-c2noc(CN3CCN(c4ccccc4)CC3)n2)cc1	-1	-2	4	2	4	3	8	0.6	-12	-8
Cn1nnnc1SCC(=O)Nc1cc(C(=O)O)cc(C(=O)O)c1	7	5	-1	-1	0	-2	-7	-0.1	-2	0
N#CC(C(=O)Nc1ccccc1)=C1CCCCC1	3	0	-3	-2	-5	-3	0	0.8	0	3
O=C(NCCCn1ccnc1)c1ccc(-c2cccc(Cl)c2Cl)o1	-4	-2	3	1	-1	0	9	0.4	7	-5
COc1ccc(Oc2ccc(N/C=C3/CCCC3=O)cc2)cc1	-4	2	0	0	4	-2	-5	-2.6	3	-4
NS(=O)(=O)c1ccc(NCc2ccccc2OCc2ccc(F)cc2)cc1	-38	2	-2	7	1	0	4	-2.5	4	-22
Cc1ccccc1OCC(=O)OCC(=O)Nc1ccc(N2CCOCC2)cc1	3	-1	0	-4	0	0	3	-1.9	0	-2
CCCCCOc1ccc(C(=O)OC(C)C(=O)NCc2ccco2)cc1 (stereo unspecified)	-10	-6	2	-4	2	-2	1	0.0	8	-23
COc1ccc(-c2cc(C(=O)c3c(N)n(C)c(=O)n(C)c3=O)c3ccccc3n2)cc1	-1	2	2	9	0	0	5	-2.7	1	-3
COCCOC(=O)c1c(NC(=O)CN(C)c2ccccc2)sc(C(N)=O)c1C	-3	-2	-1	-6	-4	0	13	0.3	-2	1
CC(=O)Nc1ccc(-c2ccnc3c2CC(C(=O)Nc2ccc(Cl)c(C(F)(F)F)c2)O3)cc1 (stereo unspecified)	.	-1	37*	6	-1	1	3	0.8	2	-22
Cc1noc(C)c1COc1ccc2ccc(=O)oc2c1	2	-4	-2	-4	-9	-3	-3	-1.7	5	-1
COc1ccc(/C(O)=C2/C(=O)C(=O)N(c3ccccn3)C2c2ccc(C(C)C)cc2)cc1 (stereo unspecified)	-1	4	3	9	-2	5	2	0.6	-9	-2
O=C(CSc1n[nH]c(-c2ccccc2)n1)Nc1ncc(Br)cc1Br	-4	0	-3	5	-5	-2	-5	1.5	-7	-4
CCC(=O)Nc1cccc(C2=NOC3(C2)C[C@@H](C(N)=O)N(C(=O)c2ccc(OC)cc2)C3)c1 (stereo partly specified)	-1	0	-1	3	-1	1	-4	0.3	2	-2
CCc1cccc(CC)c1NC(=O)C1CSC2(C)CCC(=O)N12 (stereo unspecified)	-3	-8	3	3	0	-4	0	-0.9	1	4

Profiles, looked up by structure. Values in the order: HTRA1 inhibitor	MBD2 inh	LEDGF integ inh	rCAG binder	PRMT1 inh	UHRF1 binding	NR1D1 modulator	PG9 Ab binder	TCR-CD3 inh	mABHD4 FP
COc1ccc(/C(O)=C2/C(=O)C(=O)N(c3ccccn3)C2c2ccc(C(C)C)cc2)cc1 (stereo unspecified) is listed with -1	4	3	9	-2	5	2	0.6	-9	-2
CC(=O)Nc1ccc(-c2ccnc3c2CC(C(=O)Nc2ccc(Cl)c(C(F)(F)F)c2)O3)cc1 (stereo unspecified) is listed with .	-1	37*	6	-1	1	3	0.8	2	-22

Marked active in LEDGF integ inh, of those listed so far:
SMILES | HTRA1 inhibitor | MBD2 inh | LEDGF integ inh | PRMT1 inh | NR1D1 modulator | PG9 Ab binder | TCR-CD3 inh | mABHD4 FP
CC(=O)Nc1ccc(-c2ccnc3c2CC(C(=O)Nc2ccc(Cl)c(C(F)(F)F)c2)O3)cc1 (stereo unspecified) | . | -1 | 37* | -1 | 3 | 0.8 | 2 | -22

Remaining list, next part:
SMILES	HTRA1 inhibitor	MBD2 inh	LEDGF integ inh	rCAG binder	PRMT1 inh	UHRF1 binding	NR1D1 modulator	PG9 Ab binder	TCR-CD3 inh	mABHD4 FP
CCOC(=O)Cc1csc(SCC(=O)NC2CCCC2)n1	0	-2	0	0	-3	1	-7	-1.0	8	-3
O=C(CSc1nc2ccccc2s1)Nc1cc(S(=O)(=O)N2CCOCC2)ccc1O	1	8	-3	49*	38*	1	-9	1.4	8	13
CCNS(=O)(=O)c1cc(Br)ccc1OC	-1	1	-2	-4	2	1	4	-1.6	-3	0
CCOc1ccc(S(=O)(=O)N/N=C(\C)Cc2ccc(OC)cc2)cc1	-4	5	-4	3	12	3	3	-2.5	1	-4
Cc1cccc(C)c1[N+](=O)[O-]	.	-2	2	0	2	0	-11	-1.5	-3	-8
O=C(NCCCO)c1cc2c([nH]c3ccccc32)c(-c2ccc(F)cc2)n1	-48	-7	3	14	2	-2	-1	0.3	1	-8
O=C(CCNS(=O)(=O)c1ccccc1)N1CCN(c2ccccc2)CC1	6	0	-4	-5	2	-2	5	-1.1	-6	3
COc1ccc(-c2cn3c(C)c(C(=O)Nc4cc(NC(C)=O)ccc4OC)sc3n2)cc1	-4	1	2	5	-1	-2	-4	12*	-1	5
COC(=O)[C@]12CCCCC=C1N(Cc1ccc3c(c1)OCO3)C(=O)[C@H](CC(=O)N1CCCC1)C2	.	2	-1	0	-2	1	-3	-0.1	6	-1
CC(C)CNC(=O)NC(=O)COC(=O)c1cc([N+](=O)[O-])ccc1NCc1ccccc1Cl	.	1	3	0	-1	0	-2	-2.6	1	-1
O=C(c1cc(Br)cc(Br)c1)N1CCC(Oc2cccnc2)CC1	.	3	-4	2	4	3	9	.	.	0
COc1ccc(C)cc1NC(=O)c1cc2ccccc2o1	-13	1	-2	5	-1	-2	23	-2.3	2	-12
O=C(CN1C(=O)COc2ccc(S(=O)(=O)N3CCCC3)cc21)NCc1ccccn1	5	-5	-1	0	2	1	-4	1.0	2	0
Cn1c(=O)c([N+](=O)[O-])c(NCc2ccccc2Cl)c2ccccc21	-19	1	1	0	-2	0	-4	-3.3	-2	4
S=C(NNC(=S)NC1CC2C=CC1C2)NC1CC2C=CC1C2 (stereo unspecified)	.	-2	2	2	-7	0	-2	0.3	-4	4
Cc1cc(C)c(S(=O)(=O)NCC2CCC(C(=O)NCCCN3CCC(C)CC3)CC2)c(C)c1 (stereo unspecified)	-3	0	2	-7	-6	-1	-1	-0.9	1	0
COCCNC(=O)CSc1cc(=O)n(C)c2cc(Cl)ccc12	-1	1	-5	1	2	1	2	-4.5	2	7
Cc1ccc(-c2nc(N)sc2-c2ccccc2)cc1C	0	1	0	1	1	0	12	-1.2	5	14
CCOc1ccc(-n2c(=O)c3sccc3n(CC(=O)NCC3CCCO3)c2=O)cc1 (stereo unspecified)	0	-7	3	-2	-3	2	-8	0.2	4	4
Cc1cc(Nc2ccc(Cl)cc2)nc(N2CCOCC2)n1	.	1	2	-2	2	1	-1	1.2	-5	2
CCc1c(C(=O)NCc2ccccc2Cl)[nH]c(C)c1C(C)=O	-11	1	-2	-3	-2	-1	2	0.1	1	-3
CCOCCCNC(=O)C(c1ccc(Cl)cc1)N(Cc1cccs1)C(=O)c1ccccn1 (stereo unspecified)	-2	3	-3	-7	4	0	4	-0.8	5	-3
C=CCn1c(=O)c2c(nc(Br)n2Cc2ccccc2Cl)n(C)c1=O	1	1	-1	-3	-2	0	1	-0.4	-3	-2
O=C(Nc1ccccc1)c1cc2ccc3ccccc3c2s1	-34	1	1	15	7	1	13	1.4	-1	-30
Cc1ccccc1CN1CCNC(=O)C1CC(=O)N(C)CCC1CCOCC1 (stereo unspecified)	-3	0	0	-5	-1	-1	-5	0.0	8	9
Cc1cccc(C)c1-n1c(C)cc(/C=N\Nc2ccc([N+](=O)[O-])cn2)c1C	29	-5	-1	5	-1	-4	5	1.5	4	15
O=[N+]([O-])c1cccnc1N/N=C/c1ccccc1O	5	1	0	1	0	-4	-4	0.7	4	8
Cc1cc(C)n(-c2ccccc2[N+](=O)[O-])n1	0	1	2	1	-1	-1	-8	0.3	2	8
Cc1c(NS(=O)(=O)c2cc(C(=O)OCC(=O)N3CCC(C)CC3)ccc2Cl)c(=O)n(-c2ccccc2)n1C	6	-3	-6	-4	0	0	-7	1.2	-1	-3
NC(=O)C1=C(c2ccccc2)c2ccccc2C1=O	2	-2	1	1	8	-1	-4	-2.3	5	14
CCOC(=O)c1cnc(SCC(=O)OCC(=O)N(CC)C2CCS(=O)(=O)C2)nc1N (stereo unspecified)	-1	0	4	-4	-1	5	-5	-1.5	0	-3
COCCn1c(C)cc(C(=O)CSc2nnc3ccccn23)c1C	-5	2	15*	2	4	3	-2	0.4	-8	0
CC(C)NC(=S)Nc1c(N)[nH]c(=O)[nH]c1=O	0	1	2	0	-4	-1	5	-1.3	4	0
Cc1ccc2c(c1)c1c(n2CCc2ccc(C)nc2)CCN(C)C1	-4	3	3	2	-1	2	1	0.1	-4	-12
CCN(Cc1nc(-c2ccc(Cl)cc2)no1)CC1CCCO1 (stereo unspecified)	-2	-3	-4	-6	4	0	-5	0.1	3	-8
O=S(=O)(c1ccccc1)c1nc(-c2ccco2)oc1N1CCCCCC1	10	-1	-3	-4	0	-3	-2	-1.2	6	0
Cc1nc2ncnn2c(C)c1CCC(=O)N1CCN(Cc2ccccc2)CC1	3	-4	-1	-5	-4	-1	4	-0.2	2	7
COc1ccc(CCNCC(O)COc2cccc(Br)c2)cc1 (stereo unspecified)	-2	-1	1	5	-5	2	3	-0.3	1	3
CC(=O)c1c(C)[nH]c(C(=O)COC(=O)CCCOc2ccccc2)c1C	-3	-3	3	-4	-5	-2	6	-1.8	6	2
CCOc1ccc(N/C(C)=C/C(=O)c2ccc(C)o2)cc1	3	-1	-1	2	3	-3	-1	-1.4	1	3
CCOC(=O)NC(=O)CSc1cc(C)c2cc(C)cc(C)c2n1	-29	4	-1	1	9	1	-3	5.7	-2	-16
COCCN(CCOC)C(=O)c1sc2nc(-c3ccccc3)cn2c1C	-1	3	0	-5	-2	4	-3	-2.9	-2	4
O=C(COC(=O)/C=C/c1cccc(F)c1)NNC(=O)c1ccccc1	-3	-5	6	-2	-6	0	-5	-1.6	-2	-3
Cc1c(Cl)cccc1NC(=S)NCc1ccc2c(c1)OCO2	-10	-3	-2	5	3	4	-4	-1.1	-2	3
COc1ccc(C)c(-n2c(=O)n(Cc3ccccc3)c(=O)c3[nH]cnc32)c1	.	-4	-1	0	-3	1	1	-2.2	8	1
CC(C)[C@@H]1Cc2[nH]c(=S)[nH]c(=O)c2[C@H](CCc2ccccc2)O1	.	5	5	7	-7	-4	-3	-2.6	4	-2
O=C(CCN=C1NS(=O)(=O)c2ccccc21)Nc1ccc(Cl)cc1F	-4	-4	0	3	6	0	-3	1.3	-10	-1

Screens: PubChem BioAssay, several laboratories
